# Screens deposited in PubChem BioAssay by several laboratories.
# Rad51 HR inh – Rad51 (human) homologous recombination inhibition; Q06609; hRad51 DNA strand exchange, fluorescence dequenching; inhibition, % at 10 µM; 200,000 compounds, 0.085% hits;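 active means inhibition above 40% at the single screening dose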;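 further: 0% = DMSO control wells and 100% = blanks with heterologous ssDNA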
#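 Material: Human Rad51 nucleoprotein filaments preassembled on unlabelled ssDNA | Also added: Labelled 47-mer dsDNA for strand exchange | Dosing: Single dose, 10 µM final compound | Schedule: 30-min compound preincubation and 15-min exchange, both room temperature | Technique: Fluorescence dequenching at 485/520 nm | Measure: Percent inhibition relative to plate controls and blanks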
# Thrombin inh – thrombin (human) inhibition | P00734 | alpha-thrombin, Boc-VPR-AMC fluorogenic substrate cleavage | inhibition, % at 5 µM | 220,000 compounds, 0.26% hits;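 active means inhibition at or above 40%; inactive means inhibition below 40%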;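 further: 0% = enzyme with no compound and 100% = wells without enzyme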
#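 Material: human alpha-thrombin protein. Incubation: reaction at ambient temperature. Technique: fluorescence of released AMC, ex 355 nm, em 460 nm. Control set: no-compound enzyme wells and no-enzyme blanks. Also added: Boc-VPR-AMC substrate, 15 µM final. Buffer or medium: pH 7.5 Tris (50 mM) with NaCl 150 mM, Tween 20 0.05%.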
# FXIa inh 1536 – blocks human coagulation factor XIa protease activity; purified FXIa, Boc-Glu-Ala-Arg-AMC fluorogenic substrate; inhibition, % at 5 µM; 220,000 compounds, 0.14% hits;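 active means inhibition of at least 40%; inactive means inhibition below 40%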;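 further: fluorescence of freed AMC excited at 355 nm; 0% = enzyme without compound and 100% = no enzyme blank; many of its hits are not listed in these tables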
# Calpain2 inh – inhibitors of pig calpain II. inhibition, % at 16 µM. purified calpain II, fluorogenic peptide substrate, 30 min. AID 1236. 220,000 compounds, 0.37% hits;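 active means inhibition above about 50%, limit read from the data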
# KLK5 inh – inhibitors of human kallikrein 5. inhibition, % at 5 µM. recombinant hK5, fluorogenic AMC substrate cleavage. 210,000 compounds, 0.59% hits;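 active means inhibition of 40% or more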;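 further: 0% = enzyme controls without compound and 100% = no-enzyme blanks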
# Target sequence (Q9Y337 67-293 limits assumed): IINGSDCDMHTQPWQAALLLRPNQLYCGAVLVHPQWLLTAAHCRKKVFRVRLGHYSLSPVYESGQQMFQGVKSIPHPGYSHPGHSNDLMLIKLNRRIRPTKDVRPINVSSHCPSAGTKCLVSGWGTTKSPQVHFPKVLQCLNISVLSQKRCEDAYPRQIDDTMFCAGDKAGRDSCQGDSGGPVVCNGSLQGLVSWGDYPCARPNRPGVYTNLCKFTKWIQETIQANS
# FXIIa inh – inhibitors of human coagulation factor XIIa. AID 800. purified FXIIa, Boc-QGR-AMC fluorogenic substrate, 2 h. 220,000 compounds, 0.3% hits. inhibition, % at 5 µM; in the data active means inhibition above about 40%;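 further: 0% = enzyme with no compound and 100% = blank without enzyme; many of its hits are not listed in these tables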
# PERK inh – inhibitors of human PERK kinase | Q9NZJ5 | CHO PERK-DD fusion, SEAP luminescence translation reporter | inhibition, % at 5.6 µM | 220,000 compounds, 0.17% hits;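 active means inhibition above the mean inhibition of all tested compounds plus 3 SD, set separately per screening campaign, cut at about 2.9% in these data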;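 further: PERK kinase domain activated by AP20187 dimerizer at 100 nM; 0% = DMSO with dimerizer and 100% = rapamycin at 8.4 µM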
# KCC2 mod – modulates chloride dependent transport by human KCC2; Q9H2X9; KCC2 cells, thallium flux FluoZin-2 fluorescence; 190,000 compounds, 2.2% hits; B-score of Tl+ flux slope (higher = more flux/activation; lower = inhibition) at 10 µM;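 active means thallium flux slope and its plate-corrected score both differing from the plate sample mean at a set confidence after two filtering rounds, in either direction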;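 further: slope of fluorescence scaled to starting intensity during 10 to 20 s after thallium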
# Furin inhibitor – blocks human furin protease activity. P09958. purified furin, fluorogenic substrate cleavage. 220,000 compounds, 0.061% hits. inhibition, % at 30 µM. AID 463115; in the data active means inhibition above about 25%; further: inactives centre near -15
# Target sequence (P09958 108-714 limits assumed): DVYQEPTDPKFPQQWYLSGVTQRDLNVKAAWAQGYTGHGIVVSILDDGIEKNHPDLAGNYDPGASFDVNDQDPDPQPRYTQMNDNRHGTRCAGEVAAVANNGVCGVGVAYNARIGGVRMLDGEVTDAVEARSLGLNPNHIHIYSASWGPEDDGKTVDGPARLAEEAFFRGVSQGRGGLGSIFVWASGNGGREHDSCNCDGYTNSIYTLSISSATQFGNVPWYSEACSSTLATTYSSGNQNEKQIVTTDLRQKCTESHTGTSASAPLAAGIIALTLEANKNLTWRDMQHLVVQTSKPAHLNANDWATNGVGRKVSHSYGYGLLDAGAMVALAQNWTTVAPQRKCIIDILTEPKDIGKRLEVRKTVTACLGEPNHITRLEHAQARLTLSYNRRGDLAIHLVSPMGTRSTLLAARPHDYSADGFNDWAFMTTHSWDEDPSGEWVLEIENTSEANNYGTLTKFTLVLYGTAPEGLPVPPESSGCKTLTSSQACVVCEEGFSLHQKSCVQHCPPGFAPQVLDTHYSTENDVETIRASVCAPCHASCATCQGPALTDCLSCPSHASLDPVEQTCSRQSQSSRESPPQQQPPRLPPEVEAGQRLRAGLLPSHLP
# An asterisk follows results filed as active; i = inactive; x = not tested or not shown; [ ] = another dose, or the depositor's remark. Only part of the results is shown, so the mix of outcomes need not match the whole.
SMILES,Rad51 HR inh,Thrombin inh,FXIa inh 1536,Calpain2 inh,KLK5 inh,FXIIa inh,PERK inh,KCC2 mod,Furin inhibitor
COCCn1c(SCC(=O)Nc2cc(C)on2)nnc1-c1c[nH]c2ccccc12,-3,0,9,11,1,12,1.2,x,-29
CN1CCN(C(=O)C2CCN(S(=O)(=O)c3cnc[nH]3)CC2)CC1,11,-3,-3,11,8,0,0.1,0.66,-25
COC(=O)C1C(c2ccc(Br)cc2)Nc2nnc(C(F)(F)F)n2C1(C)O (stereo not drawn),30,-2,-2,-33,-1,2,1.7,0.064,-25
C(=C\c1nc(-c2cccnc2)no1)/c1ccccc1,18,-3,0,13,3,11,0.8,-0.55,-20
Cc1cc(C)cc(N(C(=O)c2nsc(Cl)c2Cl)C(C(=O)NC2CCCC2)c2ccc(O)cc2)c1 (stereo not drawn),x,1,4,-45,-7,8,-0.2,0.98,-24
CCOc1ccc(NC(=S)NNC(=O)CC(C)O)cc1 (stereo not drawn),x,-6,-4,-4,x,2,0.7,0.88,-20
O=C(CCc1ccccc1)Nc1cc2c(cc1Cl)OCCO2,-39,-3,20,4,-12,26,0.2,x,-28
CS(=O)(=O)N1CCCC(C(=O)NCc2ccc(F)cc2Cl)C1 (stereo not drawn),-8,-2,-7,-15,-8,-1,-1.2,1.3,-14[20 µM]
O=C(NCCCn1ccnc1)/C(=C/c1ccccc1)NC(=O)c1ccccc1,x,0,3,33,4,9,-0.3,0.15,-7
Cc1nc(SCC(=O)Nc2ccc(N3CCOCC3)cc2)nc(C)c1C,2,5,21,2,3,33,-0.5,-0.023,-5[20 µM]
CCOC(=O)c1sc(NC(=O)C2C3C=CC(C3)C2C(=O)O)nc1C (stereo not drawn),2,-3,3,2,-2,9,3.4*,x,-4[20 µM]
O=C1N/C(=C/c2cccn2-c2ccc(F)cc2)C(=O)N1Cc1ccccc1F,0,-6,-2,-131,-4,-3,-0.9,-0.2,-21
CCOc1ccc(NC2=NCC(=O)N2CCc2ccccc2)cc1,1,3,1,7,-16,14,-0.3,-1.2,-10
COC(=O)c1sccc1NC(=O)C1CC(C)=C(C)CC1C(=O)O (stereo not drawn),14,-3,-7,19,10,4,-0.8,0.34,-5
CC1CCCCN1CC(=O)Nc1sc2c(c1C#N)CCC2 (stereo not drawn),-1,1,-1,-12,-26,6,-0.9,0.3,-23
C=CCn1c(CSc2nc3ccccc3s2)nnc1SCC(=O)OCC,2,0,-1,-3,-10,15,0.9,x,-9
CNS(=O)(=O)c1cc(C(=O)O)ccc1OC,-74,18,9,6,18,41*,-0.6,-0.82,-7
CCOc1ccccc1NC(=O)C1CCCN(S(=O)(=O)c2cccc3nsnc23)C1 (stereo not drawn),4,11,11,17,121*,23,-1.2,-0.57,-12
O=C(NC(Cc1ccccc1)C(=O)O)/C(=C\c1ccco1)NC(=O)c1ccccc1 (stereo not drawn),-8,-5,5,-8,-10,16,0.7,0.9,-5
CCn1cc(Cl)c(C(=O)Nc2ccc(OC)c(OC)c2)n1,12,4,0,5,-8,8,0.1,0.57,-16
CNc1nc2ccccc2n1N,x,-5,-4,2,-9,3,0.9,1.5,-28
Fc1ccc(-c2noc(-c3ccc4c(c3)CCO4)n2)cc1,24,0,3,-8,-1,4,1.0,-0.78,-13
Cc1cccc(NC(=O)C2C(c3ccccc3)C2(Cl)Cl)c1C (stereo not drawn),-5,10,10,28,19,28,0.0,-0.41,-11
CCOC(=O)c1nnc(-c2cccs2)nc1Oc1ccc(Cl)cc1,-2,-6,-4,-36,-12,-14,1.1,0.07,-25[20 µM]
O=C(CNCCc1ccccc1)N1CCc2ccccc2C1,0,-9,-1,-17,2,5,0.1,-0.11,-27

# For convenience, part of the list above:
SMILES,Rad51 HR inh,Thrombin inh,FXIa inh 1536,Calpain2 inh,KLK5 inh,FXIIa inh,PERK inh,KCC2 mod,Furin inhibitor
COCCn1c(SCC(=O)Nc2cc(C)on2)nnc1-c1c[nH]c2ccccc12,-3,0,9,11,1,12,1.2,x,-29
CN1CCN(C(=O)C2CCN(S(=O)(=O)c3cnc[nH]3)CC2)CC1,11,-3,-3,11,8,0,0.1,0.66,-25

# Taken from above:
# Reading of `CS(=O)(=O)N1CCCC(C(=O)NCc2ccc(F)cc2Cl)C1` (stereo not drawn) in Rad51 HR inh: -8
# Reading of `CCOc1ccc(NC(=S)NNC(=O)CC(C)O)cc1` (stereo not drawn) in FXIa inh 1536: -4

# The listing picks up with the 5 entries that preceded the break.
SMILES,Rad51 HR inh,Thrombin inh,FXIa inh 1536,Calpain2 inh,KLK5 inh,FXIIa inh,PERK inh,KCC2 mod,Furin inhibitor
CNc1nc2ccccc2n1N,x,-5,-4,2,-9,3,0.9,1.5,-28
Fc1ccc(-c2noc(-c3ccc4c(c3)CCO4)n2)cc1,24,0,3,-8,-1,4,1.0,-0.78,-13
Cc1cccc(NC(=O)C2C(c3ccccc3)C2(Cl)Cl)c1C (stereo not drawn),-5,10,10,28,19,28,0.0,-0.41,-11
CCOC(=O)c1nnc(-c2cccs2)nc1Oc1ccc(Cl)cc1,-2,-6,-4,-36,-12,-14,1.1,0.07,-25[20 µM]
O=C(CNCCc1ccccc1)N1CCc2ccccc2C1,0,-9,-1,-17,2,5,0.1,-0.11,-27
CCCCn1c(=O)[nH]c(=O)c2c1nc(-c1ccncc1)n2CCOC,-5,-6,-14,-52,-18,-16,0.4,0.69,-17[20 µM]
O=C(NC1CCCCCC1)c1ccccc1-c1ccccc1,-2,-8,-2,20,-5,7,0.2,0.85,-12
CCc1ccc(C(=O)CC2(O)C(=O)N(CN3CCOCC3)c3ccccc32)cc1 (stereo not drawn),-5,1,8,4,-10,17,0.4,0.81,-24
CCn1nc2cc(C(=O)NCC34CC5CC(CC(C5)C3)C4)ccc2c1OC,-11,-1,0,i,-23,10,-1.4,-0.14,-4[20 µM]
COc1ccccc1C(=O)N=C1NC(=O)CC2C(=O)NCCN12 (stereo not drawn),3,-9,-5,-5,-2,2,1.6,0.72,-23
CCOC(=O)COC(=O)c1ccc(Oc2cc(C)nc(SC)n2)cc1,4,0,5,-6,-6,10,0.7,-1.3,-11[20 µM]
O=C(CSc1n[nH]c(=O)[nH]c1=O)N/N=C/C=C\c1ccccc1,-1,-7,-1,-20,2,9,0.3,-0.02,-26
CCOc1ccc(N2CC(C(=O)NCc3cccc(C)c3)CC2=O)cc1 (stereo not drawn),-5,-4,-10,8,0,7,0.1,x,-19
COc1cc(CC(=O)Nc2ccc(Cl)c(C(F)(F)F)c2)cc(OC)c1OC,2,1,3,-10,-9,13,-0.2,x,-25
COc1ccc(NC(=O)Cn2nnc(-c3ccccc3N)n2)cc1OC,5,3,3,-12,4,3,-0.6,0.39,-20[20 µM]
N/C(=N\OC(=O)Nc1cccc(C(F)(F)F)c1)c1ccno1,17,1,2,-23,4,10,1.6,0.48,-16
COC(=O)CCC(=O)Nc1cccc(Br)c1,-5,17,10,-3,29,28,0.8,-0.11,-19[20 µM]
CCCOC(=O)C(C)n1c(-c2ccccc2)nc2ccccc2c1=O (stereo not drawn),x,0,2,0,0,14,-0.5,-0.17,9[20 µM]
NC(=O)C1CCCN(C(=S)Nc2cccc3ccccc23)C1 (stereo not drawn),3,-9,-12,-2,-2,0,-0.1,-0.62,-13
COc1ccc(-n2nnnc2SCC(=O)Nc2nnn(C)n2)cc1,-1,0,5,-39,4,13,0.5,-0.19,-10[20 µM]
Clc1ccc(Cn2nnc(-c3ccc(CN4CCOCC4)cc3)n2)cc1,-4,-4,4,-36,-15,15,-0.2,-1.2,-17
CN=c1scc(-c2ccc(OC)cc2)n1/N=C(\C)c1cccnc1,-8,8,0,-2,-3,8,0.1,-3.4,-30
O=C(O)c1ccc(CSc2nnc(-c3ccco3)o2)cc1,-3,-1,-8,12,-1,4,1.0,1.3,-17
COc1cccc(/C=N/NC(=O)CCn2c3ccccc3c3ccccc32)c1,3,9,13,-3,-1,0,0.6,0.054,-11
CCOC(=O)CNC(=O)CSc1nc2c(C)cccc2cc1CC,x,-4,-5,7,-2,1,0.3,-3,-19
O=S(=O)(c1ccccc1)N1CCN=C1SCc1cccnc1,-1,1,-1,-34,2,10,1.1,-1.4,-26
O=C(NCC1CCCN(C(=O)c2cscn2)C1)c1ccccc1Cl (stereo not drawn),10,-5,0,-32,1,11,0.7,0.95,-25
COc1cc(/C=C/C(=O)O)cc(S(=O)(=O)NCCCC(=O)O)c1OC,-3,4,3,0,-12,8,0.7,0.24,-27
CC(C)(C)c1ccc(C(=O)c2c[nH]c(C(=O)O)c2)cc1,-9,0,-1,-8,3,9,0.7,-0.52,-3
N#CCSc1nccc(-c2cc(Cl)sc2Cl)n1,-3,-2,1,-26,-13,19,0.2,0.34,-21[20 µM]

# Part of the list above, reduced to FXIIa inh, KCC2 mod and Rad51 HR inh.
structure	FXIIa inh	KCC2 mod	Rad51 HR inh
CN=c1scc(-c2ccc(OC)cc2)n1/N=C(\C)c1cccnc1	8	-3.4	-8
CCn1nc2cc(C(=O)NCC34CC5CC(CC(C5)C3)C4)ccc2c1OC	10	-0.14	-11
N/C(=N\OC(=O)Nc1cccc(C(F)(F)F)c1)c1ccno1	10	0.48	17
COc1ccc(NC(=O)Cn2nnc(-c3ccccc3N)n2)cc1OC	3	0.39	5

# Remaining list, next part.
SMILES,Rad51 HR inh,Thrombin inh,FXIa inh 1536,Calpain2 inh,KLK5 inh,FXIIa inh,PERK inh,KCC2 mod,Furin inhibitor
O=C(CSc1nnnn1-c1ccc(F)cc1)c1ccc(O)c(O)c1,1,-2,2,-2,-14,0,0.5,-0.13,-7
CC(=O)C1C(c2ccncc2)NC(=O)NC1(O)C(F)(F)F (stereo not drawn),4,-1,2,-7,-16,10,1.7,0.81,-20[20 µM]
CN(C)c1nc(N)c([N+](=O)[O-])c(NCc2ccccc2)n1,19,-2,6,34,-2,3,0.7,-0.77,-14
O=C(Cn1c(=O)c(=O)n(Cc2ccccc2)c2ccc(Cl)cc21)NCC1CCCO1 (stereo not drawn),16,-8,-3,-64,-6,-1,0.5,-0.66,-13
O=C(Oc1ccc(NC2=NS(=O)(=O)c3ccccc32)cc1)c1cccnc1,-3,4,0,-5,0,5,0.4,-0.41,-24
c1csc(-c2csc(-c3cccs3)n2)c1,-5,2,8,-48,4,12,-1.6,x,-9
COc1ccc(OC)c(-c2csc(NC(=O)CSc3ccccc3)n2)c1,2,-5,6,8,-6,8,0.1,-0.34,-15
COc1ccccc1N1CCN(C(c2cccs2)C(C)NC(=O)c2ccco2)CC1 (stereo not drawn),x,-2,2,-22,2,10,-1.5,-0.074,-21
CCc1cc(Br)ccc1N1C(=O)C2CC=CCC2C1=O (stereo not drawn),-3,-6,-6,6,9,-1,0.0,0.42,-20[20 µM]
COC(=O)c1ccc(COC(=O)CCS(=O)(=O)c2ccc(C)cc2)cc1,-8,-3,-2,14,2,4,0.7,-0.029,-22
